HCV core dimer – inhibitors of HCV core protein dimerization, primary screen, biochemical, TR-FRET, high-throughput | TR-FRET GST/Flag-core106 dimerization, 1536-well | inhibition, % at 5 µM | actives 0.33% (n = 300,000) | AID 1899, 2009;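 active = inhibition above the mean of all tested compounds plus 3 SD, set per screening campaign, cut at about 45% in these data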
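System: GST-tagged and Flag-tagged HCV core protein residues 1-106 / Input: core106 proteins, GST 13.5 nM and Flag 17 nM / Buffer or medium: KF-containing HEPES buffer, pH 7.45, DTT, CHAPS, BSA / Probe or stimulus: Eu-anti-GST and XL665-anti-Flag labelled anti-tag antibodies / Schedule: 4 h, 22.5 °C incubation / Technique: TR-FRET 671 and 617 nm emission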
PP1 counter – PP1-alpha phosphatase inhibitors, primary screen, counter-screen for PP5 inhibitor project, biochemical, fluorescence, OMFP substrate, single point; Serine/threonine-protein phosphatase PP1-alpha catalytic subunit (Homo sapiens), P62136; purified PP1alpha; inhibition, % at 6.7 µM; actives 0.9% (n = 320,000); AID 2235, 2010;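 active = inhibition above the mean inhibition of all tested compounds plus 3 SD, computed separately for each screening campaign, cut at about 15% in these data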
Fh CTSL1 inh – Fasciola hepatica cathepsin L1 inhibitors, primary screen, counter-screen for PFM18AAP inhibitor project, biochemical, QFRET, fluorogenic peptide substrate; recombinant F. hepatica cathepsin L1, Z-Leu-Arg-MCA fluorescence; inhibition, % at 5.96 µM; actives 0.49% (n = 300,000); AID 1906, 2009;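 active = inhibition above the mean of all tested compounds plus 3 SD, set per screening campaign, cut at about 17% in these data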;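 also: 0% = plate median of test compound wells and 100% = 1 µM Z-Phe-Ala-diazomethylketone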
PP5 inh – PP5 phosphatase inhibitors, primary screen, biochemical, fluorescence. Serine/threonine-protein phosphatase 5 (Homo sapiens), P53041. purified PP5c, OMFP substrate fluorescence. inhibition, % at 6.7 µM. actives 0.18% (n = 320,000). AID 1987, 2009;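 active = inhibition above the campaign's mean inhibition across all tested compounds plus 3 SD, cut at about 9.5% in these data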;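 also: 0% = DMSO only and 100% = 100 µM cantharidin control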
GASC-1 inh – inhibitors of GASC-1 histone demethylase, primary screen, biochemical, fluorescence, DELFIA europium; inhibition, % at 2.35 µM; Lysine-specific demethylase 4C (Homo sapiens), Q9H3R0; actives 0.069% (n = 330,000); GST-JMJD2C(1-420) H3K9me3 demethylation;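 active = more than half of a compound's replicate wells show inhibition beyond 50%, single wells judged on their own value; inconclusive = some, but no more than half, of replicates pass 50% inhibition; inactive = no replicate passes 50% inhibition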;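 also: signal counts dimethyl H3K9 product captured on neutravidin plate; 0% = median of DMSO wells and 100% = 0.3 times that DMSO median; strong numbers were not always called active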
Target sequence (Q9H3R0 1-420 limits assumed): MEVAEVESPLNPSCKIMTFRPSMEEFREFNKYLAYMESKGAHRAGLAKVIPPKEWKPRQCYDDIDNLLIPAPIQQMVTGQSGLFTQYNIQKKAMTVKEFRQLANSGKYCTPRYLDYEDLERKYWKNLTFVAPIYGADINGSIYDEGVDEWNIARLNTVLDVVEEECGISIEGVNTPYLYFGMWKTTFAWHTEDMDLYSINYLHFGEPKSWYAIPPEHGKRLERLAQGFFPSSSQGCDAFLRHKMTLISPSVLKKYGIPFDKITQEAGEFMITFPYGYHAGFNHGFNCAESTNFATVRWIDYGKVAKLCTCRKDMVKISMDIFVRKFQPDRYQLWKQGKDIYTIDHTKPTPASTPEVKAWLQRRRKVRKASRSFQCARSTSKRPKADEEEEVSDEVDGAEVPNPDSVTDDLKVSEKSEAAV
procasp3 activ – activators of human procaspase-3 D3A mutant, primary screen, biochemical, absorbance, PC-3 D3A mutant, single concentration; Caspase-3 (Homo sapiens), P42574; recombinant procaspase-3 D3A, Ac-DEVD-pNA absorbance 405 nm; activation, % at 8.5 µM; actives 0.11% (n = 330,000); AID 463141, 2010;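 active = activation above the mean of all tested compounds plus 3 SD, cut at about 21% in these data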;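 also: 0% = DMSO alone and 100% = DMSO wells spiked with extra 5 µM PC-3 D3A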
Target sequence (P42574 whole entry D9A/D28A/D175A): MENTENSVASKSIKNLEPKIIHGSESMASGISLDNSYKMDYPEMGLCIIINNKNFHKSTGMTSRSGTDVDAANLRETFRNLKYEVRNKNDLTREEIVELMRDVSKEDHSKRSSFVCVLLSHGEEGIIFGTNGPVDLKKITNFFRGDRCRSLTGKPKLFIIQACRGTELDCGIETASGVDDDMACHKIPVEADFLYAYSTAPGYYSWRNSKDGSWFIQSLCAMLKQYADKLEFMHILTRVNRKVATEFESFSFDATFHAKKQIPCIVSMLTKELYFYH
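Evaluation: percent activation relative to control range; Material: Procaspase-3 D3A mutant, all three cleavage aspartates alanine; Compound: single dose, 8.5 µM nominal compound, 0.8% DMSO; Replication: one well per compound; Signal: absorbance at 405 nm, 0 and 120 min; Schedule: 1 h preincubation plus 2 h reaction at 25 °C.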
TPT1 inh – Candida albicans TPT1 enzyme inhibitors, primary screen, biochemical, fluorescence polarization. tRNA 2'-phosphotransferase TPT1 (Candida albicans SC5314). recombinant caTPT1, FP RNA substrate dephosphorylation. inhibition, % at 5 µM. actives 0.81% (n = 300,000). AID 1962, 2009;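 active = inhibition above the mean of all tested compounds plus 3 SD, set per screening campaign, cut at about 24% in these data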;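 also: plate controls were DMSO alone for no effect and ferristatin control at 100 nM for full effect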
proCasp7 act – procaspase-7 activators, primary screen, counter-screen for procaspase-3 activator project, biochemical, absorbance, HTS, human; AID 463210, 2010; activation, % at 8.5 µM; actives 0.093% (n = 330,000); recombinant procaspase-7, Ac-DEVD-pNA absorbance 405 nm; D23A/D198A/D206A triple mutant, cannot self-cleave; scale: DMSO 0, 5 µM enzyme 100;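 active = percent activation above the screen-wide mean plus 3 SD, cut at about 25% in these data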
Target sequence (P55210 whole entry D23A/D198A/D206A): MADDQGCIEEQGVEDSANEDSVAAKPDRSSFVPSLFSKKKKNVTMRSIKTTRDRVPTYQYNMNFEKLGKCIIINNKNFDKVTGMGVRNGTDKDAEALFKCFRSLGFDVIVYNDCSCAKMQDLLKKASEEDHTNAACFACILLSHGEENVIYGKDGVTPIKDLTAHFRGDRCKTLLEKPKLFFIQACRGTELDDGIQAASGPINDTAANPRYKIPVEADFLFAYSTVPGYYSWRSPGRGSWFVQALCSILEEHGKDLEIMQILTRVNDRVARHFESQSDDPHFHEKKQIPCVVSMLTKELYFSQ
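Assay system: Uncleavable procaspase-7 mutant enzyme / Input: 2 µM procaspase-7 mutant as dispensed / Dosing: single nominal 8.5 µM compound dose, 0.8% DMSO final / Timing: 1 h enzyme–compound preincubation and 2 h substrate reaction, both 25 °C / Detection: p-Nitroaniline absorbance at 405 nm, read at 0 and 120 min / Replication: singlicate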
Efflux pump inh – inhibitors of Candida efflux pumps in yeast, primary screen, S. cerevisiae, Nile Red, multiplex | S. cerevisiae Candida pump triplex | inhibition, % at 10 µM | actives 0.44% (n = 330,000) | AID 485275, 2010;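 active = plate passing quality check with inhibition over a set limit, or well fluorescence over plate mean plus 4 SD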;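 also: Nile Red retained in pooled yeast measured as flow cytometry median fluorescence; 0% = buffer negative control and 100% = Enniatin B positive control; higher means more Nile Red kept so more efflux inhibition; some compounds called inactive have numbers as strong as hits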
Active calls of the source: *; u = inconclusive; x = not tested or not shown.

SMILES	HCV core dimer	PP1 counter	Fh CTSL1 inh	PP5 inh	GASC-1 inh	procasp3 activ	TPT1 inh	proCasp7 act	Efflux pump inh
O=C(NC1=NCCS1)c1ccc(-c2ccc(Cl)cc2)o1	1	-1	2	1.3	14	1	-2	2	0.0
O=C(c1cccs1)N1CCC(c2nc3c(nnn3Cc3c(Cl)cccc3Cl)c(=O)[nH]2)CC1	23	5	-1	1.3	0	6	-2	-1	-0.1
O=C(NCc1ccccn1)/C(=N/O)c1ccccc1	-2	0	1	1.0	2	1	-6	-1	-0.1
O=C(Cc1cccc2ccccc12)NCCC1=CCCCC1	-3	1	4	4.5	-8	-9	-5	-8	1.0
O=C(COC(=O)c1ccc2[nH]c3c(c2c1)CCCC3)Nc1ccccc1	0	-2	1	3.3	-1	0	-1	4	-0.1
CCn1ncc(Br)c1C(=O)Nc1cc([N+](=O)[O-])ccc1C	2	-1	0	1.1	4	-7	-2	-1	-0.1
O=S(=O)(NCc1ccco1)c1ccc(S(=O)(=O)N2CCCC2)cc1	-5	-1	3	-2.4	22	-2	-3	3	-0.1
COC(=O)Cn1c2ccc(F)cc2c2nc(C)sc21	3	3	0	0.9	-1	-10	1	-14	0.1
Cc1ccc(S(=O)(=O)C2C(=O)N(C)C3(C)CC2c2ccccc2O3)cc1C (configuration not stated)	-9	-1	-1	2.1	1	7	2	-3	-0.1
CCOc1ccc(C(CC(=O)O)NC(=O)C(c2ccccc2)c2ccccc2)cc1OC (configuration not stated)	x	-1	x	-1.1	15	-1	x	6	0.4
COC(=O)c1[nH]c2ccccc2c1NC(=O)c1ccccc1[N+](=O)[O-]	-2	-1	-3	-1.5	9	0	-2	3	0.8
CC1CCCN(C(=O)CSc2nnc(-c3ccc(O)cc3)o2)C1 (configuration not stated)	1	3	0	-0.2	-3	-1	-1	5	0.0
O=C1CC(=O)N(c2cccc(F)c2)N1	1	4	-3	-0.3	-12	-1	2	1	0.0
COc1ccc(N2CCN(Cc3nc(N)nc(Nc4ccccc4OC)n3)CC2)cc1	3	-2	3	-3.8	-5	-3	-2	0	0.0
CCCCCCCC(=O)Nc1cc(C(=O)NCc2ccc(C)cc2)ccc1N1CCC2(CC1)CC(c1cccc(Br)c1)=NO2	-5	3	1	1.1	25	5	-2	9	0.0
COc1ccc(CN=C2NN=C(c3ccc(Cl)cc3)CS2)cc1	4	4	0	1.2	-44	-2	0	-8	0.0
CCOc1ccccc1C(=O)Nc1ccc(S(=O)(=O)N2CCOCC2)cc1	2	7	-1	1.4	-15	-3	-1	8	0.0
CC(C)NC(=O)NC(=O)COC(=O)c1cc[n+]([O-])cc1	0	1	1	0.2	-17	-4	1	-1	-0.1
Cc1ccccc1N=CC1=C(O)c2ccccc2C1=O	-2	-1	-1	-0.2	-4	-5	1	10	-0.1
COc1ccccc1S(=O)(=O)Cc1ccc(C(=O)N2CCN(c3cccc(Cl)c3)CC2)o1	7	-3	1	2.9	-3	-1	-2	7	0.1
COc1ccc(C2CC(C(F)(F)F)n3nc(C(=O)N(C)Cc4cn(C)nc4C)c(Cl)c3N2)cc1 (configuration not stated)	-2	0	7	1.0	4	5	-3	18	-0.2
CCOC(=O)c1cccc(NC(=O)CSc2nnc(-c3ccoc3C)n2CC)c1	4	-4	1	2.8	-5	0	-5	-4	0.2
COc1ccc(CN2[C@@H](CC(C)=O)c3ccc(/C=C/C(C)=O)cc3S2(=O)=O)cc1	-6	2	-1	-4.4	-4	0	15	-7	0.3
O=C(NC(=S)N1CCN(c2ccc(O)cc2)CC1)c1ccco1	x	x	x	x	-2	-5	x	-6	-0.1
Cc1cc2nn(-c3ccc(Cl)cc3)nc2cc1N	9	-3	4	-1.0	-1	-1	1	0	0.3
Cc1c(C#N)c(NC(=O)C(C)C)n(Cc2ccccc2)c1C	0	-3	-3	0.3	-9	6	-2	-4	0.0
COc1cccc2c(O)cc(=O)n(C)c12	4	-3	-1	2.2	-1	5	2	-4	0.0
COCCNC(=S)N/N=C(\C)c1ccccc1O	1	1	-1	2.4	14	-4	4	12	-0.1
Cc1ccc(S(=O)(=O)N2CCCCC2)cc1C(=O)N1CCN(CCO)CC1	x	-3	x	1.4	x	0	x	1	0.1
CCc1c(C(=O)Nc2ncn(Cc3cccc(C)c3)n2)csc1C	3	-2	1	4.0	11	-4	0	-6	-0.1

In another format: two of the compounds above.
Structure: COCCNC(=S)N/N=C(\C)c1ccccc1O
  HCV core dimer: 1
  PP1 counter: 1
  Fh CTSL1 inh: -1
  PP5 inh: 2.4
  GASC-1 inh: 14
  procasp3 activ: -4
  TPT1 inh: 4
  proCasp7 act: 12
  Efflux pump inh: -0.1
Structure: Cc1ccc(S(=O)(=O)N2CCCCC2)cc1C(=O)N1CCN(CCO)CC1
  HCV core dimer: x
  PP1 counter: -3
  Fh CTSL1 inh: x
  PP5 inh: 1.4
  GASC-1 inh: x
  procasp3 activ: 0
  TPT1 inh: x
  proCasp7 act: 1
  Efflux pump inh: 0.1

Next section:
SMILES	HCV core dimer	PP1 counter	Fh CTSL1 inh	PP5 inh	GASC-1 inh	procasp3 activ	TPT1 inh	proCasp7 act	Efflux pump inh
CCOc1ccccc1NS(=O)(=O)c1cccs1	-5	-3	1	1.1	26	1	-5	11	0.0
Cc1ccc(NC(=O)COc2ccc(C(=O)c3ccccc3)cc2)c(O)c1	12	2	0	5.2	u	3	-2	3	0.1
O=C1C(=O)N(CCN2CCOCC2)C(c2cccc(Cl)c2)/C1=C(\O)c1ccc2c(c1)OCCO2 (configuration not stated)	9	0	2	0.4	-5	-6	0	7	0.5
C=CCOc1ccc(C2/C(=C(\O)c3ccc(F)cc3)C(=O)C(=O)N2CCCN(C)C)cc1 (configuration not stated)	10	-4	4	-4.5	-10	-11	-4	-7	0.1
O=Cc1ccc(-c2ccccc2C(=O)O)o1	-3	-2	3	2.8	7	3	-4	10	0.0
CC(C)[C@@H](N)C(=O)N/N=C/c1ccc2nccnc2c1	0	-1	1	-0.5	-9	-3	-2	6	0.2
Fc1ccc(-c2ccnc3nc(-n4cccc4)nn23)cc1	9	6	0	4.7	2	1	-3	3	0.1
Fc1cccc(CSc2nc3ncccc3[nH]2)c1	-10	0	2	0.8	6	5	-5	11	0.1
Cc1ccc(S(=O)(=O)c2nc(C)c3c(n2)CCC3)cc1	-7	-3	0	2.2	-2	-5	-6	14	-0.2
COC(=O)CN(CCc1ccccc1)S(=O)(=O)c1ccc(OC)c(OC)c1	-15	-9	1	0.4	4	10	3	1	0.1
CCOC(=O)CC1Sc2ccccc2NC1=S (configuration not stated)	0	0	0	-0.8	-5	-4	0	-28	-0.1
NNC(=O)c1ccc(O)cc1O	4	0	1	2.2	6	4	-2	-2	-0.1
CC(c1ccccn1)N(CCN(C)C)C(=S)Nc1ccccc1F (configuration not stated)	0	-1	-4	1.1	-5	-4	1	-19	-0.1
O=C(CN1CCc2ccccc21)NCc1ccccc1Cl	7	3	2	1.1	5	4	3	-5	-0.1
CCO[C@@H]1OC(C(=O)NC2CC2)=C[C@H](C2CC2)[C@H]1CCCO	2	1	1	-0.1	3	6	0	2	0.0
CC(=O)c1cccc(N(C(=O)Cn2nnc3ccccc32)C(C(=O)NC2CCCCC2)c2cn(C)nc2C)c1 (configuration not stated)	6	0	-4	2.3	-11	-6	0	-5	0.1
CCn1c(=O)c(C(=O)CC#N)c(N)n(Cc2ccccc2)c1=O	-1	-2	0	-0.1	-1	8	2	-4	0.0
O=C(C1CCCCC1)N1CCCn2c1nc1ccccc12	-1	-1	-1	-1.5	0	1	4	0	-0.1
Cc1nc(-c2ccccc2)sc1C(=O)Nc1ccccc1F	-1	2	-2	2.6	1	-6	1	-9	0.0
CC(=O)Nc1ccc(OC(=O)c2ccc(Cl)cc2)cc1	-8	10	1	-0.1	-12	-4	4	-2	0.9
CCn1ccnc1CN1CCN(CC(C)C)C(CCO)C1 (configuration not stated)	-1	1	-2	0.6	15	0	-4	-4	-0.1
C=CCN(CC=C)C(=O)c1ccc(OC2CCN(Cc3ccccn3)CC2)cc1	-8	-3	15	-0.2	-6	-5	-2	-3	0.0
COc1ccc(S(=O)(=O)N(CC(=O)NCC2CCCO2)c2ccc(Cl)cc2)cc1 (configuration not stated)	-10	4	0	2.9	x	9	-2	8	-0.4
Cc1cc(C(=O)N/N=C/c2ccc(N(C)C)cc2)c2ccccc2n1	-12	2	0	1.1	-27	-6	0	8	0.1
CC[C@@H]1C=C(C(=O)O)[C@H](c2ccc(F)cc2)N1S(=O)(=O)c1ccc(C)cc1	x	x	x	x	6	0	x	13	0.0
Cn1nc(N)c2c(-c3ccccc3)c(C#N)c(N)nc21	2	-1	0	-0.7	6	4	3	5	-0.1
Cc1c(NC(=O)CSc2nnc(Nc3ccccc3)s2)c(=O)n(-c2ccccc2)n1C	-7	-2	-1	2.8	0	2	-3	7	0.0
Cc1cc2oc(=O)cc(CNc3ccccc3F)c2cc1O	-10	1	4	1.6	5	-4	3	-5	0.0
Nc1ccc2oc3ccc(N)cc3c(=O)c2c1	4	-5	3	4.2	8	1	-10	-11	0.1
O=C(CCN1CCCO1)N1CCCC(N2CCN(c3ccccc3F)CC2)C1 (configuration not stated)	-15	3	3	-0.5	10	4	-1	0	0.0
COc1ccccc1NC(=S)N1CCC(c2nc3ccccc3o2)CC1	2	0	-6	1.3	-1	5	-5	-2	0.1
O=C(CN1CCN(c2ncc(C(F)(F)F)cc2Cl)CC1)N1CCN(c2ncc(C(F)(F)F)cc2Cl)CC1	1	-2	7	2.6	20	-2	-2	-4	0.8*
O=C(CN1C(=O)NC2(CCCc3ccccc32)C1=O)c1ccc(F)c(F)c1 (configuration not stated)	x	x	x	x	-8	6	x	-1	-0.3
O=c1nc(-c2ccccc2)n(-c2ccccc2)[nH]1	-4	0	0	-0.4	3	13	1	2	0.0
Nc1c(-c2ccccc2)cnc2ncnn12	-6	-1	-4	2.8	-1	-12	-3	-2	1.7*
CC(C)C(CCNC1CCN(C)CC1)c1ccc(Cl)cc1 (configuration not stated)	0	-2	-6	0.0	-2	-3	2	-2	0.0

Screening data deposited in PubChem by several laboratories.

This is a random part of the collection, and some 2.9% of all compounds hit somewhere here.
